Compound activity deposited in PubChem by National Center for Advancing Translational Sciences (NCATS).
FLuc counter: firefly luciferase modulation, counter-screen for miR-21 project | AID 588342 | purified FLuc, Km substrates, luminescence inhibition | hit rate 6.9% among 360,000 | P08659 | Potency, µM (series often up to 57.5 µM), inactives show at the highest dose activity change, negative = inhibition, usual class: inhibitors;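 note: potency is the fitted concentration of half-maximal effect; plate controls were vehicle for no effect and reference inhibitor for full effect; nearly all actives have a fitted effect of over 55% in size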
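Purified P. pyralis luciferase, 10 nM final, with Km-level 10 uM D-luciferin and 10 uM ATP in 50 mM Tris acetate pH 7.5, 10 mM Mg acetate, 0.01% Tween-20, 0.05% BSA; 6-point qHTS titration about 60 µM downward; luminescence read.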
TRPV1 agonist: agonists of human vanilloid receptor 1 (TRPV1) | Q8NER1 | TRPV1-expressing cells, Fluo-8 calcium influx, agonist mode | activation, % at 8.33 µM | hit rate 0.19% among 320,000 | AID 540275; in the data active = activation above about 80%; inconclusive = between about 30% and that limit; note: 0% is about no effect
Target sequence (Q8NER1 whole entry, looked up): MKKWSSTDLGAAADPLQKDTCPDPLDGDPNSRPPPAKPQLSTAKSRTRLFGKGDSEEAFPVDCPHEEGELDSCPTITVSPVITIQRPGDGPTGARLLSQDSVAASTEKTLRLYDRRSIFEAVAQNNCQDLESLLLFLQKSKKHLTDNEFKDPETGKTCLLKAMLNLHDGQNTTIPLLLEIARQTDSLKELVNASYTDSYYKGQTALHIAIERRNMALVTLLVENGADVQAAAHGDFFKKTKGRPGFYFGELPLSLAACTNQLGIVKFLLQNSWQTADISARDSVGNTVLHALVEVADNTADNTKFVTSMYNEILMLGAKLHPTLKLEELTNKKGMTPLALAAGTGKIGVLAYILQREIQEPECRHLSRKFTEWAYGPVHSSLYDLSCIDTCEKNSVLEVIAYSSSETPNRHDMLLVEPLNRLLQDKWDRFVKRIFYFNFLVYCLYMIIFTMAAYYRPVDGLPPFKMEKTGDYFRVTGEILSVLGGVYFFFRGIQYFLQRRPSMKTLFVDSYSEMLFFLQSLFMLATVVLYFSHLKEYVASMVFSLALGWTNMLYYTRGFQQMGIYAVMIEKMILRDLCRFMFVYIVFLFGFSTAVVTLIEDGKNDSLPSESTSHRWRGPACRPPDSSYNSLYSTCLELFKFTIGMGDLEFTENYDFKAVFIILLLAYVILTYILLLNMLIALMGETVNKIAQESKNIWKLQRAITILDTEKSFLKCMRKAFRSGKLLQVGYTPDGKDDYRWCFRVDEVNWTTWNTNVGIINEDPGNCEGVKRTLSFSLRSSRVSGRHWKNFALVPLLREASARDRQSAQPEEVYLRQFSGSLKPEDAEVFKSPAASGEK
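Cells expressing TRPV1 were dye-loaded with Fluo-8 and read kinetically: 10 s baseline, 3 min after compound (agonist portion), then 2 min after EC20 capsaicin (allosteric enhancer portion). Calcium-bound dye fluorescence at 480/520 nm.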
Gal4-VP16 FLuc: Gal4-VP16 reporter inhibition counter-screen | Drosophila S2 Gal4-VP16 UAS-luciferase, luminescence, 20 h | Potency, µM (titrated, usually from 53.6 µM), inactives show at the top dose activity, negative = inhibition, usual class: inhibitors | hit rate 3.5% among 310,000;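 note: Gal4-VP16 expression switched on by copper sulfate through the metallothionein promoter; potency is the fitted concentration of half-maximal effect; % is set by controls: 0 for no effect and ±100 for the full control effect; nearly all actives have a fitted effect of over 50% in size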
NPC1 prom act: NPC1 promoter activation | Huh7 NPC1 promoter luciferase reporter, 24 h | Potency, µM (highest dose often 9.22 µM), inactives show at the top dose activation, most hits filed as activators | hit rate 2.4% among 320,000;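 note: potency is the fitted concentration of half-maximal effect; % of control where 0% means no effect; nearly all actives have a fitted effect of over 60% in size; reporter is driven by a mutant NPC1 promoter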
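In 1536-well qHTS, Huh7 cells harboring an NPC1 promoter–luciferase construct received compound for 24 h; activation was quantified by luminescence following luciferase reagent addition.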
BRCA1 expr up: BRCA1 expression activation; MCF7-BRCA1-FFLuc reporter, luminescence, 48 h; response scale: scaled: vehicle 0%, 10 µM genistein 100%; hit rate 1.1% among 380,000; Potency, µM (titrated, usually from 46.1 µM), for the others: top-dose activation, hits mostly activators; note: potency is the fitted concentration of half-maximal effect; nearly all actives have a fitted effect of over 80% in size; some results filed as inactive show a strong effect at the top dose
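Using MCF7 cells harboring a BRCA1 firefly luciferase reporter, plated 2 h before compound pinning, the screen measured luminescence after 48 h incubation. Responses were normalized to DMSO and 10 microM genistein, then fitted for concentration-effect.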
Tb PFK block: T. brucei PFK enzyme inhibition. O15648. T. brucei PFK, ADP-Glo luminescence. Potency, µM (doses to about 57.5 µM), inactives show at the highest dose activity, negative = inhibition, hits mostly inhibitors. hit rate 0.17% among 330,000. AID 485367;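 note: potency is the fitted concentration of half-maximal effect; 0% = uninhibited 1x PFK enzyme wells and -100% = no-enzyme wells; nearly all actives have a fitted effect of over 60% in size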
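Luminescent ADP detection (ADP-Glo, two-step: ATP depletion then ADP-to-ATP conversion for luciferase) reported PFK activity after 45 min room-temperature reaction of 1.25 nM enzyme with 0.5 mM F6P and 0.1 mM ATP at pH 8.0.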
ELG1 genotoxic: inducers of genotoxicity in HEK293T ELG1-luciferase cells; HEK293T ELG1-luciferase reporter, luminescence, 16 h; Potency, µM (titrated, usually from 46 µM), for the others: at the top dose activity change, positive = activation, most hits filed as activators; hit rate 1.3% among 330,000; AID 504466; note: potency is the fitted concentration of half-maximal effect; % of control where 0% means no effect; nearly all actives have a fitted effect of over 60% in size
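HEK293T cells expressing luciferase-tagged ELG1 were treated with compound or DMSO for 16 hr at 37°C. Luciferase activity was then read after 30 min with ONE-Glo at room temperature; rising signal flags genetic stress.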
p53 reactivator: restores transcriptional activity of mutant p53; H1299 p53-A138V BP100-luciferase reporter, luminescence, 24 h; hit rate 0.063% among 320,000; Potency, µM (top dose mostly 92.2 µM), inactives show top-dose activity change, positive = activation, most hits filed as activators; AID 504706; note: potency is the fitted concentration of half-maximal effect; % of control where 0% means no effect; nearly all actives have a fitted effect of over 45% in size
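H1299 (p53-null), stable ts p53-A138V + BP100-Luc; 1000 cells/well, Opti-MEM/10% FBS; cpd 4 pt, 1:5; 24 h, 37 deg C, 5% CO2; detection reagent 10 min RT; luminescence.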
Rab9 promoter act: activates the Rab9 promoter; Huh7 Rab9 promoter-luciferase reporter, luminescence, 24 h; Potency, µM (highest dose often 9.22 µM), inactives show at the top dose activation, negative = inhibition, usual class: activators; hit rate 2.8% among 320,000; note: potency is the fitted concentration of half-maximal effect; % of control where 0% means no effect; nearly all actives have a fitted effect of over 60% in size
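Using Huh7 cells stably transfected with Rab9 promoter–luciferase, compounds were incubated 24 h at 37 °C, 5% CO2; luciferase luminescence was read 10 min after reagent addition.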
RORg inh: inhibitors of mouse ROR gamma transcriptional activity. P51450. hit rate 5.4% among 310,000. Drosophila S2 Gal4-RORgamma UAS-luciferase reporter, 20 h. Potency, µM (titrated, usually from 53.6 µM), for the others: top-dose activity change, negative = inhibition, most hits filed as inhibitors. AID 2551; note: potency is the fitted concentration of half-maximal effect; % is set by controls: 0 for no effect and ±100 for the full control effect; nearly all actives have a fitted effect of over 60% in size
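Using a luciferase readout, inhibitors were identified by reduced reporter activity in Drosophila cells coexpressing a copper-inducible Gal4–ROR gamma fusion and UAS-driven Photinus luciferase, incubated 20 hr after 700 uM copper sulfate.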
ELG1 repair inh: blocks ELG1-dependent DNA repair in HEK293T cells. AID 504467. hit rate 2.3% among 330,000. HEK293T ELG1-luciferase reporter, luminescence, 16 h; DNA damage induced by 5-fluorouridine. Potency, µM (top dose mostly 46.1 µM), for inactives: at the top dose activity change, negative = inhibition, hits mostly inhibitors; note: potency is the fitted concentration of half-maximal effect; % is set by controls: 0 for no effect and ±100 for the full control effect; nearly all actives have a fitted effect of over 55% in size
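Cells (2,000 per well) received 5-fluorouridine plus test compound or DMSO and were incubated 16 hr at 37 °C, 5% CO2. Luciferase activity was read by luminescence 30 min after ONE-Glo addition; signal suppression marked inhibition of damage-induced ELG1 function.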
* marks the source's active call; other numbers are inactive results; ? = inconclusive; / = not tested or not shown; & = joins results of further samples; [ ] = dose if it differs, or a comment. Unless noted, calls come from the whole dose curve; as a rule, active = well fitted curve in the direction sought with a large enough effect; inconclusive = small, poorly fitted or top-dose-only effect, or another doubt; inactive = no such curve, though single readings can be large; an effect the other way counts as inactive or inconclusive.

SMILES	FLuc counter	TRPV1 agonist	Gal4-VP16 FLuc	NPC1 prom act	BRCA1 expr up	Tb PFK block	ELG1 genotoxic	p53 reactivator	Rab9 promoter act	RORg inh	ELG1 repair inh
O=C(N1CCCCC1)N1CCC(c2nc3ccccc3[nH]2)CC1	-2%	0	3%	-1%	20%	-6%	1%	0%	-1%	9%	4%
NC(=O)[C@@H]1CCCNc2c(I)cc([N+](=O)[O-])cc2C(=O)N[C@@H](CCC(=O)O)C(=O)N[C@@H](CO)C(=O)N1	-1%	-2	-2%	-2%	30%	4%	4%	1%	0%	-11%	0%
Cc1nc(SCC(=O)Nc2ccc(S(=O)(=O)N3CCOCC3)cc2)c2c(C)c(C)sc2n1	/	/	/	/	-80%	-1%	-6%	-15%	/	/	16µM*
Cc1ccc(C(=O)NN=C2CCCCCC2)s1	?	0	-10%	-4%	24%	1%	5%	5%	-3%	?	0%
O=C(O)CCCCCCNS(=O)(=O)c1ccccc1	0%	-4	-8%	7%	7%[1.84 µM]	-3%	2%	2%	1%	0%	13%
O=C(NC1CCCCC1)C(c1ccccc1)N(Cc1ccco1)C(=O)c1csnn1 (centres undefined)	0%	5	-6%	-4%	-9%	1%	-7%	-2%	1%	21%	-8%
COc1cccc2cc(C(=O)Oc3ccc(NC(C)=O)cc3)c(=O)oc12	-1%	-1	-1%	3%	0%	-1%	-2%	-3%	-5%	-29%	10%
CCOc1cc(N2CCOCC2)c(OCC)cc1NC(=O)c1cnccn1	/	/	/	/	-18%	-3%	-5%	-14%	/	/	10µM*
CCOc1cc(/C=N/NC(N)=O)ccc1OC(=O)c1ccc(C)cc1	2%	11	1%	-4%	/	1%	0%	1%	-6%	-13%	-2%
COc1ccccc1N1CCN(C2CCCN(S(=O)(=O)c3ccc(C)cc3)C2)CC1 (centres undefined)	3%	2	1%	-6%	-29%	7%	-8%	0%	-9%	18%	-1%
CC(Oc1ccccc1)C(=O)NCc1cccnc1 (centres undefined)	0%	/	0%	-2%	2%	1%	0%	1%	-1%	-7%	13%
Cc1ccc(C(=O)Nc2cccc([N+](=O)[O-])c2)cc1S(=O)(=O)Nc1ccc(C(=O)O)cc1	?	2	-8%	0%	-12%	-13%	5%	-2%	-1%	6%	7%
CCOC(=O)/C(C#N)=C/c1cn(CCOc2ccccc2)c2ccccc12	4%	?	-1%	-3%	-32%	2%	3%	10%	-3%	-7%	?
CCOc1ccc(Nc2nc(N)c([N+](=O)[O-])c(N3CCN(C)CC3)n2)cc1	-11%	-1	-5%	-5%	-8%	7%	-3%	1%	-3%	23%	-13%
Cc1cc2c(cc1S(=O)(=O)N1CCN(c3ccccc3)CC1)OCC(=O)N2	7%	2	-15%	-5%	-24%	-4%	16%	/	-1%	-31%	?
COCCOC(=O)c1c(C)oc2ccc(OCc3ccccc3)cc12	-20%	16	-12%	-1%	-25%	2%	-1%	-15%	-2%	-4%	?
COc1cccc(-n2c(SCC(=O)Nc3nccs3)nnc2-c2ccoc2C)c1	5%	2	4%	-7%	-31%	-4%	1%	-3%	-3%	27%	?
CC(C)/C=C1\CC/C(=C\c2cccnc2)C1=O	17µM*	20	5%	3%	-6%	-2%	2%	-3%	1%	?	?
Cc1ccc(C(=O)CCC(=O)NNC(=O)c2ccccc2O)cc1	/	-2	/	-2%	16%	-5%	0%	2%	-2%	/	5%
COc1ccccc1NC(=O)CCS(=O)(=O)c1ccc2c(c1)oc(=O)n2C	-3%	?	2%	-1%	-4%	-9%	0%	-1%	1%	8%	1%
O=C(CCSc1ccc(Cl)cc1)N1CCOCC1	?	3	22%	2%	7.9µM*	0%	10%	?	17%	4%	?
CC(C)(C)C(=O)Nc1ccccc1C(=O)NCCCn1ccnc1	1%	-4	1%	-2%	-2%	-1%	-1%	3%	-5%	2%	-2%
Cc1ccc(-c2nnc(CSc3nnc(COc4ccccc4)n3-c3ccc(C)cc3)o2)cc1	-3%	-2	-5%	13%	-25%	0%	-2%	9%	3%	-4%	?
Cc1cc(OCCCC(=O)NNC(=O)c2ccncc2)ccc1Cl	8%	7	-6%	-1%	8%	-9%	-3%	-10%	2%	13%	14%
Cc1ccc(C)c(Oc2coc3cc(OCC(=O)Nc4ccccc4C(C)C)ccc3c2=O)c1	0%	3	-9%	-9%	/	-9%	-7%	-8%	-2%	?	26µM*
Nc1ccn([C@H]2C[C@H](O)[C@@H](CO)O2)c(=O)n1	0%&2%	-1&0	1%&-1%	-1%&-5%	-9%&-2%	-10%&6%	2%&3%	13%	0%&-1%	-28%&14%	?
CN1C(=O)C2C=CC1C1C(=O)N(c3ccccc3)C(=O)C21 (centres undefined)	-4%	2	-20%	9%	32%	-7%	-2%	-7%	1%	-4%	?
COc1ccc2cc(CN(CCc3ccccc3)Cc3nnnn3CC3CCCO3)c(=O)[nH]c2c1 (centres undefined)	2%	17	-12%	3%	-36%	3%	-13%	-6%	-4%	14%	?
Cc1cc(=O)[nH]c(SCC(=O)NNC(=O)Cc2ccccc2)n1	-6%	-2	-6%	0%	9%	-8%	5%	-1%	14%	25%	-2%
O=C1N/C(=N/N=C/c2ccccc2)SC1(c1ccccc1)c1ccccc1	-1%	-1	-1%	-27%	-1%	1%	2%	-1%	0%	-28%	-3%

Entries listed so far that have an NH in an aromatic ring, in the order listed:
SMILES	FLuc counter	TRPV1 agonist	Gal4-VP16 FLuc	NPC1 prom act	BRCA1 expr up	Tb PFK block	ELG1 genotoxic	p53 reactivator	Rab9 promoter act	RORg inh	ELG1 repair inh
O=C(N1CCCCC1)N1CCC(c2nc3ccccc3[nH]2)CC1	-2%	0	3%	-1%	20%	-6%	1%	0%	-1%	9%	4%
COc1ccc2cc(CN(CCc3ccccc3)Cc3nnnn3CC3CCCO3)c(=O)[nH]c2c1 (centres undefined)	2%	17	-12%	3%	-36%	3%	-13%	-6%	-4%	14%	?
Cc1cc(=O)[nH]c(SCC(=O)NNC(=O)Cc2ccccc2)n1	-6%	-2	-6%	0%	9%	-8%	5%	-1%	14%	25%	-2%

New compounds follow:
SMILES	FLuc counter	TRPV1 agonist	Gal4-VP16 FLuc	NPC1 prom act	BRCA1 expr up	Tb PFK block	ELG1 genotoxic	p53 reactivator	Rab9 promoter act	RORg inh	ELG1 repair inh
COCCCn1c(SCC(=O)NC2CCCC2)nnc1-c1ccncc1	-1%	-1	-8%	-4%	1%	4%	0%	1%	-3%	0%	8%
COc1ccc(-n2cnnc2SCC(=O)NCc2cccs2)cc1	-2%	-1	-5%	1%	15%	0%	4%	-1%	-5%	-14%	-8%
FC(F)(F)COc1nc(N/N=C/c2cccnc2)nc(N2CCCCC2c2ccccn2)n1 (centres undefined)	-1%	?	14%	1%	-21%	-4%	-3%	-2%	2%	25%	?
Cc1cc(C)n2nc(SCC(=O)NC(=O)c3ccccc3Cl)nc2n1	0%	-1	/	3%	-2%	-8%	2%	5%	0%	/	?
CN1CCN(c2ccc([N+](=O)[O-])cc2S(=O)(=O)N2CCOCC2)CC1	-1%	-2	2%	3%	0%	-2%	3%	1%	-1%	-18%	9%
COc1cc(CNC(C)(C)CO)cc(Br)c1OCc1ccc(Cl)cc1Cl	-2%	1	?	-2%	-92%	-2%	-1%	-13%	-5%	-26%	0%

Compounds shown so far that contain a COOH group, in the order listed:
SMILES	FLuc counter	TRPV1 agonist	Gal4-VP16 FLuc	NPC1 prom act	BRCA1 expr up	Tb PFK block	ELG1 genotoxic	p53 reactivator	Rab9 promoter act	RORg inh	ELG1 repair inh
NC(=O)[C@@H]1CCCNc2c(I)cc([N+](=O)[O-])cc2C(=O)N[C@@H](CCC(=O)O)C(=O)N[C@@H](CO)C(=O)N1	-1%	-2	-2%	-2%	30%	4%	4%	1%	0%	-11%	0%
O=C(O)CCCCCCNS(=O)(=O)c1ccccc1	0%	-4	-8%	7%	7%[1.84 µM]	-3%	2%	2%	1%	0%	13%
Cc1ccc(C(=O)Nc2cccc([N+](=O)[O-])c2)cc1S(=O)(=O)Nc1ccc(C(=O)O)cc1	?	2	-8%	0%	-12%	-13%	5%	-2%	-1%	6%	7%
